RmlCD inh 1536: M. tuberculosis RmlC/RmlD inhibition; RmlC+RmlD coupled enzyme assay, percent inhibition; primary screen in compound mixtures; inhibition, % at 3.6 µM; actives 0.03% (n = 160,000); AID 1533; in the data active = inhibition mostly above about 34%, no sharp cut-off; also: some results filed as inactive read as strong as hits
Target sequence (P9WH09 whole entry, looked up): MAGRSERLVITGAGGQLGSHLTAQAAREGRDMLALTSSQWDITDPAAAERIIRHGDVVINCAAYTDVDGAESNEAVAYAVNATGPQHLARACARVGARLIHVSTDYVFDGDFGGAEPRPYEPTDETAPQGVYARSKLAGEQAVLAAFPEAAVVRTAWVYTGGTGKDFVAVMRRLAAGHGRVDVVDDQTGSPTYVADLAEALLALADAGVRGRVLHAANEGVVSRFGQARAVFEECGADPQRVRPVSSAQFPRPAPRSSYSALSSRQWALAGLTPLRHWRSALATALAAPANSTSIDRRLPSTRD
Target sequence (P9WH11 whole entry, looked up): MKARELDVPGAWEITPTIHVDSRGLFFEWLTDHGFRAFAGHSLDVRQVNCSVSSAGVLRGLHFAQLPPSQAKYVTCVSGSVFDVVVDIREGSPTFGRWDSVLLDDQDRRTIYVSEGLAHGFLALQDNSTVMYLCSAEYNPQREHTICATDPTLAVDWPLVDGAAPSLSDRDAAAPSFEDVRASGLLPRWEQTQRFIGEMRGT
M. tuberculosis GlmU: inhibition of mycobacterial GlmU enzyme – biochemical, glucosamine-1-phosphate acetyltransferase (AID 1376). M. tuberculosis GlmU acetyltransferase enzyme assay; higher % means a stronger effect. one-dose inhibition, %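 (tested at 30 µM in the primary screen)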; IC50 in µM for titrated hits. actives 0.25% (n = 220,000); in the data active = inhibition above about 13%;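 also: 0% = complete reaction with vehicle and 100% = reaction without substrate; strong numbers were not always called active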
An asterisk follows results filed as active; . = no result given. Not all compounds are listed; rates above refer to the full screens.

1	CC1(C)N=C(N)N=C(N)N1c1ccc(OCCCOc2ccccc2)c(Cl)c1
2	COc1ccc(/C=C(\C#N)C(=O)Nc2cc(C)c(Cl)cc2OC)cc1O
3	COc1ccc(-c2ccc(C(C)=O)cc2)cc1[C@H]1[C@H]2C=CC[C@@H](C)[C@@H]2C(=O)N1Cc1ccccc1
4	COc1cccc(NC(=O)c2ncc(Cl)c(Cl)c2Cl)c1
5	O=C(NCCN1C(=O)S/C(=C\c2ccccc2F)C1=O)C1CCCN1C(=O)c1cccs1 (stereo unspecified)
6	CCc1ccc(NC(=O)c2ccnc(C(C)(C)C)c2)cc1
Assay by compound	1	2	3	4	5	6
M. tuberculosis GlmU	-4.3%	-2.4%	-0.1%	1.4%	-0.1%	2.3%
RmlCD inh 1536	5.1	8.8	-9.6	4.5	99.5	-15.4

Record cards, from the list above. Screens in order: M. tuberculosis GlmU	RmlCD inh 1536
CCc1ccc(NC(=O)c2ccnc(C(C)(C)C)c2)cc1 is listed with 2.3%	-15.4
COc1ccc(-c2ccc(C(C)=O)cc2)cc1[C@H]1[C@H]2C=CC[C@@H](C)[C@@H]2C(=O)N1Cc1ccccc1 is listed with -0.1%	-9.6

Next records follow:
7	Cc1ccc(Cl)cc1NC(=O)Nc1cccs1
8	Cn1c(=O)c2c(SCC(N)=O)nc(CC(C)(C)C)nc2n(C)c1=O
9	Cc1cnc(C(=O)OCC(=O)N2CCc3ccccc3C2)cn1
10	Cc1ccccc1OCc1nnc(SCC(=O)O)n1Cc1ccccc1
11	COc1ccc(-n2c(=O)c3ccccc3n(CC(=O)Nc3cc(C)on3)c2=O)cc1OC
12	Nc1cc(=O)[nH]c(=S)n1-c1ccccc1
Assay by compound	7	8	9	10	11	12
M. tuberculosis GlmU	3.5%	3.0%	-3.9%	0.7%	0.5%	4.4%
RmlCD inh 1536	5.7	.	1.4	0.5	4.8	.

13	CCCC(=O)N1CCc2cc(-c3nc(N)sc3C)ccc21
14	Cc1c(Cl)cccc1NC(=S)N(C)CCC#N
15	CC(=O)Nc1ccc2nc(NC(=O)COc3ccccc3C)sc2c1
16	Cc1cccc(-n2c(Cc3ccccc3)nnc2SCc2ccc([N+](=O)[O-])cc2)c1
17	COc1cc(OC)cc(N2CC(C)(C)C2=O)c1
18	Cc1ccccc1N=Nc1c(C)[nH]n(C(N)=S)c1=O
Assay by compound	13	14	15	16	17	18
M. tuberculosis GlmU	0.7%	2.5%	0.4%	-1.0%	6.8%	1.2%
RmlCD inh 1536	.	-8.2	13.8	.	6.7	-0.9

19	O=C(c1ccc(F)cc1F)N1CCCN(c2nc(-c3ccccc3)ns2)CC1
20	COc1ccc(C(=O)N[C@H](C(=O)OCc2cc(=O)oc3cc(C)ccc23)C(C)C)cc1
21	O=C(O)CN1CCN(Cc2ccccc2)C1=O
22	CCOC(=O)C(NC(=O)CC(C)C)(Nc1cc(C)on1)C(F)(F)F (stereo unspecified)
23	N=C1c2ccccc2CN1c1ccc(N2CCOCC2)c(S(=O)(=O)Nc2ccc(Cl)cc2)c1
24	CC(C)c1nc2sc3c(c2c(=O)n1N)CC(C)(C)OC3
Assay by compound	19	20	21	22	23	24
M. tuberculosis GlmU	4.1%	-6.6%	2.1%	-3.5%	2.4%	5.9%
RmlCD inh 1536	-16.0	3.5	7.3	-7.4	6.5	.

25	COC(=O)N/N=C\c1cc(Br)ccc1OCc1ccccc1
26	CC(C)c1ccc(N2CCN(C(=O)c3ccccc3NC(=O)/C=C(\C(=O)O)c3ccccc3)CC2)cc1
27	Cn1ncc(Br)c1C(=O)NC(=S)N1CCN(c2ccccn2)CC1
28	CC1=C(C(=O)OC2CCCCC2)C(c2ccco2)n2ncnc2N1 (stereo unspecified)
29	Cc1cc(OCc2nc(-c3ccncc3)no2)cc(C)c1Cl
30	CN(C)c1nc(Oc2ccc(/C=N/O)cc2)nc(N(C)C)n1
Assay by compound	25	26	27	28	29	30
M. tuberculosis GlmU	6.0%	4.8%	10.3%	-4.3%	-2.9%	-2.8%
RmlCD inh 1536	-9.8	15.5	.	8.7	-9.9	6.8

31	CCc1ccc(NC(=O)c2ccc(Cn3cc([N+](=O)[O-])cn3)cc2)cc1
32	CCCCNC(=O)Nc1cnn(CC)c1C(N)=O
33	Cc1cnc(C(=O)OCC(=O)Nc2ccc(Cl)cc2)cn1
34	N/C(=N\c1nc2c(c(=O)[nH]1)CCC2)Nc1ccccc1
35	Cc1ccc(C)c(NC(=O)CCC(=O)N/N=C2/CC(=O)CC(C)(C)C2)c1
36	CC1CC2=C(NC(=S)NC2c2ccccc2F)/C(=C/c2ccccc2F)C1 (stereo unspecified)
Assay by compound	31	32	33	34	35	36
M. tuberculosis GlmU	-3.2%	-3.3%	.	-1.9%	7.7%	2.5%
RmlCD inh 1536	9.7	-2.6	42.3	3.8	18.4	-14.8

37	COc1ccc(/C=C(\NC(=O)c2cccs2)C(=O)Nc2ccccc2C)cc1OC
38	Cc1ccc(NC(=S)Nc2nc(CC(=O)Nc3ccccc3)cs2)cc1
39	N#Cc1nc(-c2ccccc2Cl)oc1N1CCOCC1
40	CN(C)CCNC(=O)c1sc2cccc(F)c2c1Cl
41	Cc1ccc(C)c2c(SC(C)C(=O)NCc3ccco3)nc(-c3ccccc3)nc12 (stereo unspecified)
42	O=C1c2ccccc2S(=O)(=O)c2cc(C(=O)N3CCN(c4ccccc4)CC3)ccc21
Assay by compound	37	38	39	40	41	42
M. tuberculosis GlmU	3.6%	-1.7%	-1.6%	0.9%	-2.9%	-0.9%
RmlCD inh 1536	9.1	-4.9	-5.8	15.5	-11.6	.

43	COc1ccc(OCC(O)Cn2c(N)nc3c2c(=O)[nH]c(=O)n3C)cc1 (stereo unspecified)
44	COc1ccc(CNC(=O)C(=O)NCC(c2ccco2)N2CCOCC2)cc1 (stereo unspecified)
45	CCOc1ccccc1OCCOCCN1CCN(Cc2ccccc2)CC1
46	CCOC(=O)N/N=C(\C)c1ccc(C)c([N+](=O)[O-])c1
47	Cn1cccc1C(C(=O)NC1CCCCC1)N(C(=O)Cc1cccs1)c1ccc2c(c1)OCO2 (stereo unspecified)
48	CC1(C)CC2CC(C)(CN2C(=O)COc2cccc3ccccc23)C1 (stereo unspecified)
Assay by compound	43	44	45	46	47	48
M. tuberculosis GlmU	-1.8%	2.5%	3.0%	-0.2%	4.4%	-3.3%
RmlCD inh 1536	7.4	.	-1.7	-18.5	.	.

49	Oc1ccc(N=C/C=C/c2cccc(Br)c2)cc1-c1nc2ccccc2s1
50	COc1cc2c(cc1C1NC(=S)NC(C)=C1C(=O)N(C)C)CCCC2 (stereo unspecified)
51	Cc1ccc(-n2c3c(cc(C(=O)NCc4ccco4)c2=O)C(=O)CC(C)(C)C3)cc1
52	CCc1ccc(OCC(=O)Nc2ccc3c(c2)COC3=O)cc1
53	CCOC(=O)N1CCN(C(=O)C2COc3ccccc3O2)CC1 (stereo unspecified)
54	O=C(Cn1ccc(C(F)(F)F)n1)N/N=C/c1cccs1
Assay by compound	49	50	51	52	53	54
M. tuberculosis GlmU	3.7%	2.3%	-2.6%	-3.5%	2.2%	2.8%
RmlCD inh 1536	-2.7	15.4	.	-2.0	.	17.6

55	CN1CCN(C(=O)COc2ccc(S(=O)(=O)NCc3ccccc3)cc2Cl)CC1
56	C=CCNC(=S)Nc1ccc(C(N)=O)cc1
57	COc1cc(-c2nnc(SCc3c(F)cccc3Cl)o2)cc(OC)c1OC
58	Cc1cc(NC(=O)c2cccnc2)ccc1NC(=O)c1ccco1
59	COc1ccc([N+](=O)[O-])cc1NC(=O)C1CCCO1 (stereo unspecified)
60	O=C(COc1ccc(Cl)cc1[N+](=O)[O-])NC1CCCCC1
Assay by compound	55	56	57	58	59	60
M. tuberculosis GlmU	-0.7%	1.7%	-3.0%	0.8%	-1.6%	-3.0%
RmlCD inh 1536	-7.4	.	6.1	.	-11.8	.

61	O=C(CSc1ncccn1)NCc1cccs1
62	CC(=O)/C(=C\N(C)C)Sc1ccc(C)cc1
63	COCCNc1ncnc2c1cnn2Cc1ccc(Cl)cc1
64	Clc1ccc(OCCn2c(-c3ccco3)nc3ccccc32)cc1
65	CC(C)(C)CC(=O)NC(=S)N1CCCCCC1
66	COc1ccc(NC(=O)CSc2nnc(C)n2Cc2ccccc2)cc1
Assay by compound	61	62	63	64	65	66
M. tuberculosis GlmU	1.0%	-2.1%	5.3%	-0.1%	0.0%	1.4%
RmlCD inh 1536	.	15.7	-5.5	-10.0	10.6	-4.9

67	Nc1cc2c(cc1[N+](=O)[O-])OCCOCCOCCO2
68	O=C(Nc1nccs1)c1cccc(N2C(=O)c3cccc4c([N+](=O)[O-])ccc(c34)C2=O)c1
69	COc1ccc(C(=O)CN2C(=O)NC3(CCCCC3)C2=O)cc1OC
70	O=C1Nc2ccccc2S/C1=C/Nc1cccc(Cl)c1
71	O=C1C2=C(Nc3ccccc3SC2c2ccco2)c2ccccc21 (stereo unspecified)
72	CNC(=O)CSc1nnnn1CCCOC
Assay by compound	67	68	69	70	71	72
M. tuberculosis GlmU	2.5%	.	-4.6%	-6.1%	1.4%	-0.3%
RmlCD inh 1536	-6.8	19.9	7.9	.	23.1	10.6

The last four compounds of the section before lead into the next:
69	COc1ccc(C(=O)CN2C(=O)NC3(CCCCC3)C2=O)cc1OC
70	O=C1Nc2ccccc2S/C1=C/Nc1cccc(Cl)c1
71	O=C1C2=C(Nc3ccccc3SC2c2ccco2)c2ccccc21 (stereo unspecified)
72	CNC(=O)CSc1nnnn1CCCOC
73	Cc1n[nH]c(C)c1N1C(=O)c2cccc3cc(Br)cc(c23)C1=O
74	CCn1c2ccc(F)cc2c2nnc(NN)nc21
75	O=C1C=C(O)c2c(O)cc(O)c(O)c2C1=O
76	O=c1cc(CS(=O)(=O)c2ccccc2)nc(-c2ccncc2)[nH]1
77	O=C(Nc1ncc2c(n1)-c1ccccc1OC2)c1ccc(Cl)cc1Cl
78	CC(C)n1c(SCC(=O)Nc2ccc3c(c2)OCO3)nc2c1c(=O)n(C)c(=O)n2C
Assay by compound	69	70	71	72	73	74	75	76	77	78
M. tuberculosis GlmU	-4.6%	-6.1%	1.4%	-0.3%	-1.3%	1.2%	8.1%	0.3%	1.2%	1.2%
RmlCD inh 1536	7.9	.	23.1	10.6	-6.5	.	.	-0.8	74.8	13.0

79	CCOC(=O)CSc1nnc(-c2ccc(OC)cc2OC)o1
80	COCCNC(=O)Cn1cc(/C=N/NC(=O)c2ccc(Oc3ccc(O)cc3)cc2)c2ccccc21
81	CCCc1ncc(C(=O)c2ccc(OC)cc2)n1C
82	CCCc1nc(SCC(=O)c2ccc(OC)cc2)c2c(=O)n(C)c(=O)n(C)c2n1
83	O=C(NC(=S)NC1CCSC1=O)c1cccs1 (stereo unspecified)
84	Cc1cc(C(=O)N/N=C/c2ccc(C)o2)c2ccccc2n1
Assay by compound	79	80	81	82	83	84
M. tuberculosis GlmU	2.2%	2.2%	-1.9%	1.8%	8.5%	7.4%
RmlCD inh 1536	9.9	.	42.3	.	-13.1	7.4

Values by screen from the list:
RmlCD inh 1536, entries 79–84, in order: 9.9, ., 42.3, ., -13.1, 7.4
M. tuberculosis GlmU, entries 79–84, in order: 2.2%, 2.2%, -1.9%, 1.8%, 8.5%, 7.4%

Next structures
85	COC(=O)n1c(=O)oc2cc(S(=O)(=O)N3CCOCC3)ccc21
86	O=[N+]([O-])c1ccc(S(=O)(=O)CC(CN2CCCCC2)N2CCCCC2)cc1 (stereo unspecified)
87	CCc1nnc(NC(=O)c2ccc(S(=O)(=O)NC3CCCCC3)cc2)s1
88	Cc1c(C)c(C)c2[nH]c(=S)[nH]c2c1C
89	CCn1c(=O)n(CC)c2cc(S(N)(=O)=O)c(C)cc21
90	Cn1cc(CC(=O)N2CCN(c3ccc(Cl)cc3)CC2)c2ccccc21
Assay by compound	85	86	87	88	89	90
M. tuberculosis GlmU	3.2%	-2.1%	3.4%	2.8%	-7.8%	4.8%
RmlCD inh 1536	7.4	-1.4	6.8	4.6	3.2	.

91	S=C(N/N=C/c1ccc(Cl)cc1)N1CCOCC1
92	CN1/C(=C\C=O)C(C)(C)c2ccccc21
93	COc1ccc(C(=O)NCCCOc2cccc(NC(C)=O)c2)cc1
94	CC1CCN(C(=O)CSc2nnc(Cc3cc(=O)[nH]c(=O)[nH]3)n2-c2ccc(Cl)cc2)CC1
95	CC1CCN(S(=O)(=O)N2CCC(C(=O)NCCC3=CCCCC3)CC2)CC1
96	COC(=O)N(C)c1nc2ccccc2s1
Assay by compound	91	92	93	94	95	96
M. tuberculosis GlmU	2.8%	1.1%	1.2%	0.2%	6.8%	1.7%
RmlCD inh 1536	-12.8	7.6	9.6	16.2	.	-5.3

97	CCOC(=O)c1c(C)[nH]c(C(=O)COC(=O)CCSc2ccccc2)c1C
98	O=C(Nc1ccc(-n2nncc2-c2ccco2)cc1)c1cc2ccccc2oc1=O
99	Cc1ccc(C)c(N2CCN(C(=O)c3cc4ccccc4oc3=O)CC2)c1
100	O=C(CN1C(=O)COc2ccccc21)N(Cc1cccnc1)Cc1cccc(F)c1
Assay by compound	97	98	99	100
M. tuberculosis GlmU	1.1%	0.3%	5.2%	-0.3%
RmlCD inh 1536	-5.7	4.9	2.1	5.0

Screens as filed in PubChem BioAssay.
